Epigenetic reg – epigenetic control regulation, reporter derepression; hit rate 0.2% among 280,000; murine LDR cells, GFP reporter derepression, 30 h; Potency, µM (doses to about 53.9 µM), without a hit: at the highest dose GFP activation, actives largely listed as activators; also: potency is read from the fitted curve at half-maximal effect; % of control where 0% means no effect; nearly all actives have a fitted effect of over 60% in size
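Reporter derepression read as number of fluorescent GFP-positive objects, 20-120 um in size, counted by laser-scanning cytometer. Mouse LDR line with an epigenetically silenced CMV-GFP locus; compound incubation 30 h, 37 C.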
TR SRC2 fluor cs – alters Texas Red total fluorescence, flagging assay interference; TRb/SRC2 Texas Red total fluorescence interference; Potency, µM (highest dose often 106 µM), for inactives: top-dose fluorescence change, negative = quenching; hit rate 0.29% among 280,000; active = well fitted curve in either direction with a large enough effect; inconclusive = small, poorly fitted or top-dose-only effect; also: potency is read from the fitted curve at half-maximal effect; % is scaled to controls: 0 for no effect and ±100 for the full control effect
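Human TRβ ligand-binding domain (0.6 uM) and Texas Red SRC2 peptide (20 nM) in Tris buffer with 1 uM T3 and 5% DMSO were incubated with pinned compound for 5 hr at ambient temperature. Total fluorescence was computed as S + 2P (555/632 nm).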
CBFb-RUNX1 inh – inhibitors of human CBF-beta and RUNX1 interaction. AlphaScreen CBFb-His/RUNX1-biotin binding, biochemical. 230,000 tested, under 10 active. AID 1477. Q01196+Q13951. Potency, µM (doses to about 59.8 µM), inactives show at the top dose activity, negative = inhibition, hits mostly inhibitors; also: % of control where 0% means no effect
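Room-temperature protein-protein interaction test with 30 nM each of His-tagged CBF-beta and biotinylated RUNX1, 15 min with compound, then 90 min with nickel plus streptavidin beads. Signal read in AlphaScreen mode.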
NPSR antagonist – antagonists of human neuropeptide S receptor cAMP signaling; Q6W5P4; CHO-NPSR cells, cAMP TR-FRET, antagonist mode; Potency, µM (series often up to 38.3 µM), inactives show top-dose activity change, negative = inhibition, actives largely listed as inhibitors; hit rate 1% among 220,000; AID 1461; also: potency is read from the fitted curve at half-maximal effect; % is scaled to controls: 0 for no effect and ±100 for the full control effect; nearly all actives have a fitted effect of over 50% in size; many of its hits are not listed in these tables
TRb SRC2 PPI – disrupts binding of human TR beta to SRC2; AID 1469; Potency, µM (titrated, usually from 106 µM), inactives show at the top dose activity change, negative = inhibition, most hits filed as inhibitors; TRbeta-SRC2 peptide binding, fluorescence polarization; receptor liganded with 1 µM T3; P10828; hit rate 0.065% among 280,000;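 also: potency is read from the fitted curve at half-maximal effect; plate controls were bound peptide for no effect and peptide without receptor for full effect; nearly all actives have a fitted effect of over 50% in size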
Target sequence (P10828 whole entry, looked up): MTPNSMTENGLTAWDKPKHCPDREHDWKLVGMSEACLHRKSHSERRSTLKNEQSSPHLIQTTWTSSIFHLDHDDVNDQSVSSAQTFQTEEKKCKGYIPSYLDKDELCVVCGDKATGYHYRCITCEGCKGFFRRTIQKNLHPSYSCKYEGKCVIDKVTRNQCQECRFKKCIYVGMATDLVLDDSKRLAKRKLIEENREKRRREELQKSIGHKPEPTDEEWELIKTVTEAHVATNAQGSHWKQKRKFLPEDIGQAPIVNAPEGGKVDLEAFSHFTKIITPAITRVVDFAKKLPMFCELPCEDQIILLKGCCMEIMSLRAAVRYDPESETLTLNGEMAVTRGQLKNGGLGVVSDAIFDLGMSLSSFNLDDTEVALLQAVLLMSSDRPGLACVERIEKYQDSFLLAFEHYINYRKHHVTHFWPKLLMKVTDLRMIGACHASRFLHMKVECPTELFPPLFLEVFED
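Quantitative HTS by FP: 0.6 uM TRb LBD, 20 nM labeled SRC2 20-mer, 1 uM T3, 5% DMSO; 5 hr ambient incubation; % activity per concentration and potencies from concentration series.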
Tau FP inhib – blocks human tau fibril formation measured by polarization; P10636; K18 P301L tau heparin fibrillization, Alexa594 FP, 6 h; Potency, µM (series often up to 57.7 µM), for inactives: top-dose activity, negative = inhibition, actives largely listed as inhibitors; hit rate 0.39% among 280,000; AID 1468; also: potency is read from the fitted curve at half-maximal effect; % is scaled to controls: 0 for no effect and ±100 for the full control effect; nearly all actives have a fitted effect of over 55% in size
Target sequence (P10636 561-689 P618L limits assumed): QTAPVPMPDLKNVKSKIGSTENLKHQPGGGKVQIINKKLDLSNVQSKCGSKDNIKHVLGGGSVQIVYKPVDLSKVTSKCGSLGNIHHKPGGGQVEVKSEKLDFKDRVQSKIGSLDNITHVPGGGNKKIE
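Human K18 P301L fragment (15 uM unlabeled plus 0.24 uM Alexa 594-labeled) in 100 mM sodium acetate pH 7 with compound, aggregation induced by 20 uM heparin for 6 hr at 37 C. ThT (30 uM) added for 1 hr, then Alexa 594 FP read.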
aGal spleen mod – alpha-galactosidase A (human) modulation. AID 2107. hit rate 0.008% among 240,000. Potency, µM (titrated, usually from 80 µM), without a hit: at the highest dose activity change, negative = inhibition, most hits filed as inhibitors. P06280. human spleen homogenate, 4MU-alpha-Gal fluorescence, 40 min;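 also: potency is read from the fitted curve at half-maximal effect; 0% = enzyme with vehicle and -100% = no enzyme basal signal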
Target sequence (P06280 32-429 limits assumed): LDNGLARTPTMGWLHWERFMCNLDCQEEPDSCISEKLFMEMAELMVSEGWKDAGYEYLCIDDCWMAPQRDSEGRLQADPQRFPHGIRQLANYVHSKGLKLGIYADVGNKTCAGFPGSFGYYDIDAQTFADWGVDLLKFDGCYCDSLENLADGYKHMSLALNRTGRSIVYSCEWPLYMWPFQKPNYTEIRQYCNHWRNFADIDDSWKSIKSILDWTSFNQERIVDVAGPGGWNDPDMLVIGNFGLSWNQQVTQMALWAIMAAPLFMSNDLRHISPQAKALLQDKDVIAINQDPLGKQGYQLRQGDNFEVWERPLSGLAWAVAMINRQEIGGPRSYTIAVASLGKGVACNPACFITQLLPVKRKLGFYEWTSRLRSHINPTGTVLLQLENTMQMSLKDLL
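Inhibition or activation of alpha-galactosidase in human spleen homogenate is scored by 4-MU fluorescence after 40 min at 37C, pH 5.0, with 1 mM substrate. AC50s come from concentration-response fitted to the Hill equation.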
Tau fluor counter – counter-screen for tau fibril formation inhibitors; tau K18 P301L (four-repeat tau fragment) Alexa594 fluorescence, heparin fibrillization; Potency, µM (highest dose often 57.7 µM), for inactives: at the top dose activity change, negative = decrease; hit rate 0.93% among 280,000; AID 1463; also: potency is read from the fitted curve at half-maximal effect; % is scaled to controls: 0 for no effect and ±100 for the full control effect; nearly all actives have a fitted effect of over 55% in size
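Human K18 P301L tau (15 uM unlabeled plus 0.24 uM Alexa 594-labeled, final) in 100 mM sodium acetate pH 7 was mixed with compound and 20 uM heparin and incubated 6 hr at 37 C.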
Numbers without * were called inactive; u = inconclusive; x = no result given; [ ] = remark or other dose. Unless noted, calls follow the shape of the dose curve; as a rule, active = well fitted curve in the direction sought with a large enough effect; inconclusive = small, poorly fitted or top-dose-only effect, or another doubt; inactive = no such curve, though single readings can be large; an effect the other way counts as inactive or inconclusive. This is a subset; rates above refer to the full screens.

SMILES	Epigenetic reg	TR SRC2 fluor cs	CBFb-RUNX1 inh	NPSR antagonist	TRb SRC2 PPI	Tau FP inhib	aGal spleen mod	Tau fluor counter
Cc1ccc(N(C)S(=O)(=O)c2ccc3[nH]cc(C(=O)O)c(=O)c3c2)cc1C	-2.3%	-2%	x	x	-14%	3%	x	-8%
O=C(O)c1ccc(NC(=O)c2ccc(Br)c(S(=O)(=O)N3CCCC3)c2)cc1	-0.8%	-5%	x	x	1%	-5%	x	1%
CCOc1ccccc1Nc1nc(N)nc(CN(C)C2CCCCC2)n1	-3.3%	-5%	-15%	11%[46.1 µM]	-2%	-2%	-2%	1%
Cc1cc(Br)ccc1NC(=O)COc1cc(=O)n(C)c2ccccc12	-1.1%	u	x	x	-22%	u	x	-24%
COCCCNC(=O)CCc1c(C)nc2cc(-c3ccc(Cl)cc3)nn2c1C	-0.5%	-10%	x	x	-4%	-1%	x	-9%
O=C(Nc1ccc2nc3n(c(=O)c2c1)CCCCC3)c1ccccn1	-1.0%	0%	2%	3%	5%	2%	-6%	-7%
CC(C)(CNC(=O)c1cc2ccccc2o1)N1CCOCC1	-0.7%	1%	-1%	2%[46.1 µM]	-4%	0%	-5%	4%
O=C(CCc1ccccc1)NNC(=O)Nc1ccccc1	-2.2%	-6%	-2%	2%	-2%	-2%	-8%	10%
CC(C)Oc1ccc(C(=O)NC(=S)Nc2ccc(Cl)c(C(=O)O)c2)cc1	0.0%	-4%	2%	23%[7.67 µM]	-3%	-4%	2%	-4%
C=C(C(=O)O)C(CCCCCC)C(=O)O (stereo unspecified)	0.0%	-2%	7%	-20%	-9%	1%	12%	-8%

A second format for part of the listing above.
> CC(C)Oc1ccc(C(=O)NC(=S)Nc2ccc(Cl)c(C(=O)O)c2)cc1
- Epigenetic reg = 0.0%
- TR SRC2 fluor cs = -4%
- CBFb-RUNX1 inh = 2%
- NPSR antagonist = 23%[7.67 µM]
- TRb SRC2 PPI = -3%
- Tau FP inhib = -4%
- aGal spleen mod = 2%
- Tau fluor counter = -4%
> C=C(C(=O)O)C(CCCCCC)C(=O)O (stereo unspecified)
- Epigenetic reg = 0.0%
- TR SRC2 fluor cs = -2%
- CBFb-RUNX1 inh = 7%
- NPSR antagonist = -20%
- TRb SRC2 PPI = -9%
- Tau FP inhib = 1%
- aGal spleen mod = 12%
- Tau fluor counter = -8%

The list continues:
SMILES	Epigenetic reg	TR SRC2 fluor cs	CBFb-RUNX1 inh	NPSR antagonist	TRb SRC2 PPI	Tau FP inhib	aGal spleen mod	Tau fluor counter
Cc1ccc(NC(C)C(=O)N/N=C/c2c[nH]c3ccccc23)cc1 (stereo unspecified)	-1.8%	-2%	-5%	6%	1%	13%	1%	u
Cc1ccc(C(=O)Oc2cccnc2)cc1[N+](=O)[O-]	-1.6%	-2%	-5%	29%	-8%	6%	10%	-30%
O=C(CS(=O)(=O)Cc1ccccc1)NCc1ccc2c(c1)OCO2	-3.9%	-1%	-13%	13%[46.1 µM]	1%	7%	6%	-5%
O=C(c1ccc(C(=O)N2CCN(c3ccccc3F)CC2)nc1)N1CCN(c2ccccc2F)CC1	-0.4%	-1%	0%	30%	-3%	-2%	-10%	-10%
CC(C)c1ccc(S(=O)(=O)N2CCN(Cc3cccc(F)c3)CC2)cc1	-1.3%	5%	x	x	-3%	-6%	x	-13%
CCOc1ccc(NC(=O)CSc2nnc(C)n2Cc2ccccc2)cc1	4.2%	-3%	1%	-17%[46.1 µM]	-1%	6%	-4%	-18%
O=C(Nc1ccc(-c2cc(C(F)(F)F)nn2-c2ccccc2)cc1)c1cccc(F)c1	-1.1%	-17%	x	x	6%	u	x	u
O=C(c1ccccc1)N1CCN(S(=O)(=O)N2CCCCC2)CC1	-2.1%	0%	9%	-8%[46.1 µM]	6%	2%	4%	8%
COc1ccc(NC(=O)c2c(NCc3ccc(C)o3)sc3c2CCC(C)C3)c(OC)c1 (stereo unspecified)	-0.2%	-6%	x	x	-2%	-9%	x	u
C/C(=N\NS(=O)(=O)c1ccc(C)cc1)c1ccc(Br)s1	0.0%	-5%	-1%	-3%[46.1 µM]	-2%	-1%	5%	-25%
C=CCNC(=O)CSc1nnc(-c2ccncc2)n1CCc1ccccc1	1.1%	1%	-1%	8%[46.1 µM]	-1%	2%	-3%	-6%
Cc1nn(C)c(N)c1C(O)(c1nccn1C)C(F)(F)F (stereo unspecified)	-3.2%	-1%	13%	-12%[46.1 µM]	7%	-2%	-1%	-9%
CCCCN(CC)CCNC(=O)CCC(=O)Nc1ccc2nc(N3CCN(C)CC3)cc(C)c2c1	-1.1%	-5%	-25%	21%	1%	-3%	u	-14%
CC1CCN(c2[nH]c(=S)c(C#N)c3c2CCCC3)CC1	-0.7%	-3%	-2%	14%[46.1 µM]	1%	-5%	9%	-2%
COC(=O)c1c(-c2ccc(Cl)cc2)noc1N1CCN(c2ccccc2OC)CC1	1.0%	0%	x	x	-9%	1%	x	-19%
Cc1ccc(C)c(NC(=O)c2cnc3sc(N4CCOCC4)nn3c2=O)c1	0.0%	0%	x	x	1%	7%	x	5%
Cc1cccc(OCC(=O)N2CCCc3ccccc32)c1	-0.3%	0%[53 µM]	10%	3%	12%[53 µM]	6%	2%	1%
CCOC(=O)N1CCC(NC(=O)Cn2cccc2C(=O)c2ccccc2C)CC1	5.8%	3%	2%	-7%[46.1 µM]	15%	0%	0%	-6%
Cc1cc2c(nn1)CCc1nonc1-2	-2.1%	-1%	6%	-1%[46.1 µM]	4%	6%	-5%	10%
CC(C)(C)C(=O)C(Oc1cccc2nonc12)n1cncn1 (stereo unspecified)	1.0%	2%	3%	4%[7.67 µM]	2%	-3%	9%	-14%
O=C(Nc1cccc2c1CCCC2)c1cc([N+](=O)[O-])ccc1Cl	1.1%	-1%	-3%	-17%[46.1 µM]	-14%	-13%	3%	u
Cc1ccccc1C(=O)Nc1nnc(S(=O)(=O)N2CCc3ccccc32)s1	0.0%	6%	x	x	-3%	-1%	x	-25%
Cc1nnc(SCC(=O)NCCN2C(=O)CSC2=O)s1	0.0%	-3%	6%	-6%[46.1 µM]	-4%	0%	-2%	4%
Cc1cc([N+](=O)[O-])cnc1Sc1nccn1C	0.0%	1%	5%	10%	-1%	1%	6%	-5%
Nc1nonc1-n1nnc(C(=O)N/N=C/c2cccc(Cl)c2)c1CSc1ccc(Cl)cc1	-4.6%	-1%	-3%	-47%	0%	u	6%	-27%
CCN1CC2=C(OC(N)=C(C#N)C2c2cccs2)/C(=C/c2cccs2)C1 (stereo unspecified)	0.9%	-2%	-27%	-4%[46.1 µM]	-17%	-6%	-9%	-25%
CNc1cncc(C(=O)O)c1	-0.5%	-2%	11%	17%	6%	3%	2%	6%
Cc1ccc(NC(=O)COC(=O)c2ccc(F)cc2Cl)c(Br)c1	-2.5%	1%	15%	-14%	6%	-3%	-6%	-3%
CN(/N=C/c1c[nH]c2ccccc12)c1cnn(-c2ccc(F)c(Cl)c2)c(=O)c1Cl	u	-2%	-5%	1%[46.1 µM]	-7%	u	-5%	u
CN(C)C(/C=C/Nc1ccc(Br)cc1)=C(C#N)C#N	0.0%	-2%	12%	-20%	-3%	-7%	-5%	-1%
CCN(c1ccccc1)S(=O)(=O)c1ccc(OC)c(NC(=O)CNCCc2ccccc2)c1	1.1%	0%	-2%	-43%	2%	2%	1%	5%
NCCC[C@@H](CC(=O)N[C@@H]1CCCC[C@H]1C(=O)N[C@H](CC(=O)N[C@@H](CCC(=O)O)CC(=O)O)Cc1c[nH]c2ccccc12)NC(=O)C[C@H](Cc1c[nH]c2ccccc12)NC(=O)[C@@H]1CCCC[C@H]1N	-0.3%	-2%	14%	x	-5%	3%	-8%	-3%
Cc1ccc(C(=O)NCC(c2cccnc2)N2CCc3ccccc32)cc1C (stereo unspecified)	2.2%	-24%	x	x	-3%	-4%	x	u
CCn1cc(C(=O)O)c(=O)c2cc(F)c(N3CCN(C(=S)NC(=O)c4ccc(Br)cc4)CC3)cc21	1.0%	-2%	2%	-10%	-5%	0%	3%	-4%
O=C(N/N=C/c1cccnc1)C(O)c1ccccc1 (stereo unspecified)	0.0%	2%	-4%	17%	-5%	-12%	0%	-10%
COc1ccc(NC(=S)N2CCN(Cc3ccccc3)CC2)c(OC)c1	-1.3%	-2%	1%	11%	3%	2%	-5%	-3%
Cc1ccc(S(=O)(=O)N(C)c2nonc2C)cc1	-1.0%	-1%	8%	-12%[46.1 µM]	-21%	1%	-10%	1%
Cc1ccc(S(=O)(=O)Cc2ccc(C(=O)NCCc3ccc(Cl)cc3)o2)cc1	-1.3%	-2%	x	x	-5%	4%	x	-18%
CCC(C)NCCC(=O)Nc1ccc(Cl)c(S(=O)(=O)Nc2ccc(Cl)cc2)c1 (stereo unspecified)	-1.7%	2%	0%	-42%	-2%	-8%	-5%	-26%
COc1ccc(OCC(=O)Nc2c(C(=O)N3CCN(c4ccccc4)CC3)oc3ccccc23)cc1	0.8%	6%	x	x	2%	4%	x	-28%
Cc1cccc(NC(=O)CN2C(=O)c3cccnc3Oc3ccc(Cl)cc32)c1C	-1.2%	9%	x	x	3%	-2%	x	-17%
CCc1nnc(NC(=O)COc2ccc([N+](=O)[O-])cc2)s1	-3.1%	-1%	-3%	3%	3%	0%	5%	3%
C/C(O)=C(\C#N)c1nc2ccccc2[nH]1	0.0%	-3%	10%	-7%[46.1 µM]	-7%	1%	1%	-2%
Cn1cnnc1SCC(=O)Nc1ccc(F)cc1F	-1.9%	2%	5%	-6%	9%	-6%	-5%	-1%
CCOc1ccc2[nH]c(=O)c(CN(CCO)C(=O)c3ccc(OC)c(OC)c3)cc2c1	0.0%	-2%	-2%	1%[46.1 µM]	-5%	-2%	-1%	-12%
O=C(c1cccc(F)c1)N1CCN(S(=O)(=O)Cc2ccccc2)CC1	2.1%	-3%	6%	11%	-8%	-2%	-2%	-17%
CCOC(=O)c1c(NC(=O)CSc2ncccn2)sc2c1CCN(Cc1ccccc1)C2	u	1%	-1%	-33%	4%	-7%	2%	-15%
CCOc1ccc(C(=O)Nc2cc(-c3nc4ccccc4s3)ccc2OC)cc1	2.2%	4%	x	x	6%	u	x	-24%
